# NOD1 inhibition = NOD1 signaling inhibitors, primary screen, cell-based, luminescence, uHTS (AID 1578); hit rate 1% among 290,000; one-dose inhibition, % at 4 µM; EC50 in µM for titrated hits; NOD1-driven NF-kB luciferase reporter cells, luminescence; higher % means a stronger effect; in the data active means inhibition mostly above about 36%, no sharp cut-off; inactive means mostly below about 34%;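 further: HEK-293T reporter cells stimulated with the NOD1 agonist gamma-tri-DAP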
# Myeloid diff MLP = induction of myeloid progenitor differentiation, primary screen, cell-based, flow cytometry, MLPCN library | ER-HoxA9 myeloid progenitors, lysozyme-GFP differentiation | hit rate 1% among 360,000 | calls only at 10 µM;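 active means normalized GFP-positive differentiation at or above the plate's own cutoff, the solvent-only control mean plus 3 SD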;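 further: cells exposed to compound for four days before flow analysis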
# Siah-1 displacement = Siah-1 peptide-binding antagonists, primary screen, biochemical, fluorescence polarization, rhodamine-plectin, uHTS (AID 1817) | Siah-1 / rhodamine-plectin peptide fluorescence polarization; higher % means a stronger effect | displacement, % at 20 µM, or IC50 in µM where a hit was titrated | hit rate 0.02% among 290,000 | E3 ubiquitin-protein ligase SIAH1 (Homo sapiens);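 active means displacement of at least 50% at 20 µM, with a fluorescence ratio check between 0.3 and a set limit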;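 further: plate controls were Siah plus tracer with DMSO for no effect and tracer alone without Siah for full effect; strong numbers were not always called active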
# KOR beta-arrestin-1 = KOR agonists, beta-arrestin recruitment, primary screen, cell-based, luminescence, uHTS (AID 1777); Kappa-type opioid receptor (Homo sapiens); KOR beta-arrestin recruitment, luminescence; higher % means a stronger effect; activation, % at 10 µM; hits with a dose series show EC50 in µM; hit rate 0.02% among 280,000; in the data active means activation above about 50%, passing the limit was not always enough; further: a part of the inactive calls stands beside numbers as strong as those of hits
# NOD2 inhibition = NOD2 signaling inhibitors, cell-based, luminescence, uHTS, HEK293 (AID 1566); hit rate 0.63% among 290,000; one-dose inhibition, % at 4 µM; EC50 in µM for titrated hits; HEK293 NOD2/NF-kB luciferase reporter, luminescence; higher % means a stronger effect; further: many of its hits are not listed in these tables
# Salmonella PhoP GFP = inhibitors of PhoP regulon expression, primary screen, Salmonella Typhimurium, GFP reporter (AID 1863). inhibition, % at 50 µM; hits with a dose series show IC50 in µM. S. Typhimurium PhoP-regulated promoter GFP reporter, 4 h; higher % means a stronger effect. hit rate 0.16% among 300,000;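 active means inhibition over 29.93%, a cutoff 3 SD above the screen mean, later confirmed by dose response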;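 further: 0% = low Mg2+ inducing control and 100% = high Mg2+ repressing control; strong numbers were not always called active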
# LYP inhibition = inhibitors of LYP phosphatase, biochemical, fluorescence intensity, uHTS (AID 1779) | recombinant LYP phosphatase, fluorescence intensity; higher % means a stronger effect | one-dose inhibition, % at 11.5 µM; IC50 in µM for titrated hits | hit rate 0.054% among 290,000;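 further: plate controls were vehicle with enzyme for no effect and no enzyme for full effect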
# HIV peptide binding = inhibitors of HIV fusion peptide binding, primary screen, biochemical, uHTS, fluorescence dequenching (AID 1986); cell-free peptide binding, fluorescence dequenching, 30 min; higher % means a stronger effect; hit rate 0.3% among 290,000; inhibition, % at 20 µM, or IC50 in µM where a hit was titrated; in the data active means inhibition mostly above about 52%, no sharp cut-off; inactive means mostly below about 76%; further: some results filed as inactive read as strong as hits
# KOR beta-arrestin-2 = KOR antagonists, beta-arrestin recruitment, cell-based, luminescence, uHTS (AID 1778). Kappa-type opioid receptor (Homo sapiens). KOR beta-arrestin recruitment, luminescence, antagonist mode; higher % means a stronger effect. inhibition, % at 10 µM, or IC50 in µM where a hit was titrated. hit rate 0.091% among 290,000; further: strong numbers were not always called active
# Myeloid diff MLP GFP+ MAC1+ % = further read-out of Myeloid diff MLP, marked with its call; GFP+ MAC1+ double positive, %; measured here: differentiation confirmed by MAC1 staining
# Active calls of the source: *; i = inactive; nt = not tested or not shown; & = joins results of further samples; [ ] = dose if it differs, or a comment. Unless noted, no stated cut-off is given here; in the data, active means inhibition above about 50%; inactive means the rest. A portion of the library; rates above refer to the full screens.
# The opening 10 compounds, ahead of the listing:
# Fields – NOD1 inhibition	Myeloid diff MLP	Myeloid diff MLP GFP+ MAC1+ %	Siah-1 displacement	KOR beta-arrestin-1	NOD2 inhibition	Salmonella PhoP GFP	LYP inhibition	HIV peptide binding	KOR beta-arrestin-2
1	CCOC(=O)CNC(=O)COc1coc(CN2CCN(c3ccccc3)CC2)cc1=O
  12%	i	1.1	-8%	6.9%	15%	-1%	-3%	-0.2%	-20%
2	Cn1cccc1C(=O)OCc1ccc(C(C)(C)C)cc1
  -60%	i	0.4	1%	-0.7%	-65%	-3%	-3%	-1.3%	-13%
3	CCC1Oc2ccc(C)cc2N(CC(=O)NC2CCCCC2)C1=O (stereo not given)
  1%	i	0.8	2%	1.2%	-16%	-2%	-7%	2.9%	-16%
4	COc1ccccc1-c1nc(C#N)c(NCc2ccc(F)cc2)o1
  3%	i	0.3	0%	-0.2%	9%	7%	-11%	-0.3%	26%
5	NC/C(=N\O)c1ccc(Cl)cc1Cl
  0%	i	2.1	3%	-6.3%	1%	12%	0%	-1.8%	14%
6	N#Cc1c(N)nc2c(c1N)CC(=O)N2c1ccc(Cl)cc1
  -6%	i	5.0	1%	-2.5%	4%	13%	-2%	3.9%	-9%
7	CCOc1ccc(NC(=O)CN2C(=O)C(C)SC(C)C2=O)cc1 (stereo not given)
  -22%	i	0.5	0%	2.1%	2%	6%	-2%	2.8%	-25%
8	COc1ccccc1N1CCN(c2cc(=O)n(-c3ccc(Br)cc3)c(=O)[nH]2)CC1
  nt	i	0.9	0%	-2.1%	22%	4%	-7%	-1.6%	15%
9	CC1(C)Cc2c(cnn2-c2ccc(F)cc2)C(NC(=O)CCN2CCCCC2=O)C1 (stereo not given)
  -36%	nt	nt	2%	-1.3%	10%	-3%	-4%	1.1%	10%
10	O=C(NCc1ccco1)C(=O)NCC1OCCN1S(=O)(=O)c1ccc(Cl)cc1 (stereo not given)
  -5%	i	2.3	-2%	-0.2%	4%	10%	-6%	0.9%	-19%

# Results, from the start:
# Fields – NOD1 inhibition	Myeloid diff MLP	Myeloid diff MLP GFP+ MAC1+ %	Siah-1 displacement	KOR beta-arrestin-1	NOD2 inhibition	Salmonella PhoP GFP	LYP inhibition	HIV peptide binding	KOR beta-arrestin-2
1	CCOC(=O)CNC(=O)COc1coc(CN2CCN(c3ccccc3)CC2)cc1=O
  12%	i	1.1	-8%	6.9%	15%	-1%	-3%	-0.2%	-20%
2	Cn1cccc1C(=O)OCc1ccc(C(C)(C)C)cc1
  -60%	i	0.4	1%	-0.7%	-65%	-3%	-3%	-1.3%	-13%
3	CCC1Oc2ccc(C)cc2N(CC(=O)NC2CCCCC2)C1=O (stereo not given)
  1%	i	0.8	2%	1.2%	-16%	-2%	-7%	2.9%	-16%
4	COc1ccccc1-c1nc(C#N)c(NCc2ccc(F)cc2)o1
  3%	i	0.3	0%	-0.2%	9%	7%	-11%	-0.3%	26%
5	NC/C(=N\O)c1ccc(Cl)cc1Cl
  0%	i	2.1	3%	-6.3%	1%	12%	0%	-1.8%	14%
6	N#Cc1c(N)nc2c(c1N)CC(=O)N2c1ccc(Cl)cc1
  -6%	i	5.0	1%	-2.5%	4%	13%	-2%	3.9%	-9%
7	CCOc1ccc(NC(=O)CN2C(=O)C(C)SC(C)C2=O)cc1 (stereo not given)
  -22%	i	0.5	0%	2.1%	2%	6%	-2%	2.8%	-25%
8	COc1ccccc1N1CCN(c2cc(=O)n(-c3ccc(Br)cc3)c(=O)[nH]2)CC1
  nt	i	0.9	0%	-2.1%	22%	4%	-7%	-1.6%	15%
9	CC1(C)Cc2c(cnn2-c2ccc(F)cc2)C(NC(=O)CCN2CCCCC2=O)C1 (stereo not given)
  -36%	nt	nt	2%	-1.3%	10%	-3%	-4%	1.1%	10%
10	O=C(NCc1ccco1)C(=O)NCC1OCCN1S(=O)(=O)c1ccc(Cl)cc1 (stereo not given)
  -5%	i	2.3	-2%	-0.2%	4%	10%	-6%	0.9%	-19%
11	O=[N+]([O-])c1ncn(Cc2ccccc2Cl)n1
  -9%	i	0.9	0%	4.5%	-2%	-1%	-4%	-1.6%	17%
12	O=C(CCC(=O)N(CC(=O)NC1CCCC1)Cc1cccs1)Nc1nccs1
  -29%	i	0.2	-3%	-6.5%	2%	nt	-7%	-0.5%	1%[20 µM]
13	Cc1ccc(C(=O)NC(=S)NNC(=O)COc2ccccc2C)cc1
  -17%	i	0.5	-8%	-1.3%	20%	-8%	-3%	1.3%	-1%
14	Nc1cccc2c1C(=O)N(CCOc1ccc(F)cc1)C2=O
  -4%	i	0.7	0%	3.4%	-140%	3%	-11%	0.1%	-36%
15	Cc1c(C)c2ccc(OCC(=O)Nc3ccccn3)cc2oc1=O
  13%	i	0.5	6%	0.4%	-54%	-6%	-9%	-0.4%	14%
16	CC/C(=C\c1oc2cc3ccccc3cc2[n+]1CC)Nc1ccccc1
  -25%	i	1.2	-6%	-2.2%	5%	-5%	-11%	-2.0%	10%
17	CC1Cc2ccccc2N1C(=O)c1ccc2nccnc2c1 (stereo not given)
  -25%	i	0.7	1%	12%	-16%	2%	-8%	1.3%	-11%
18	C=C[C@]1(C)C[C@H]1[C@H](NP(=O)(c1ccccc1)c1ccccc1)c1ccccc1
  -18%	i	2.2	-2%	0.1%	-10%	6%	0%	2.4%	5%
19	O=C(CCNC(=O)c1ccc(Cl)cc1)Nc1ccc(F)cc1F
  -6%	i	0.2	0%	-1.5%	10%	-6%	-8%	-0.8%	22%
20	O=C(Nc1ccccc1)C1=C[C@@H](c2ccccc2)C[C@@H](OCc2ccc(CO)cc2)O1
  -33%	i	2.0	-2%	-0.9%	-40%	2%	4%	0.1%	-32%
21	O=C(Nc1cccc(F)c1)/C(=C\c1cccnc1)NC(=O)c1ccco1
  -22%	i	0.2	9%	-0.5%	14%	-5%	-2%	1.0%	9%
22	Cn1c(=O)[nH]c(=O)c2c1ncn2CCCc1ccccc1
  -25%	i	0.3	-3%	6.5%	6%	3%	-3%	1.0%	27%
23	Cc1ccccc1NS(=O)(=O)c1cc(C(=O)NCCC2=CCCCC2)ccc1Cl
  -15%	i	6.8	-1%	0.8%	20%	-1%	-2%	-3.0%	-1%
24	Cc1cccc(-n2cnc(C(=O)Nc3cccnc3)c2)n1
  -42%	i	0.5	-3%	5.1%	-45%	-8%	-8%	-3.7%	-19%
25	O=C(NCC1CCCO1)c1cccc(NC(=O)c2ccccc2)c1 (stereo not given)
  -24%	i	1.8	1%	4.9%	-11%	5%	-5%	-0.9%	3%
26	CC1Cc2ccccc2N1C(=S)NC(=O)c1ccco1 (stereo not given)
  -14%	i	0.4	-6%	0.5%	11%	-10%	-6%	-1.6%	-9%
27	COC(=O)CN(c1nc(C)cc(OC)n1)S(=O)(=O)c1ccccc1
  -21%	i	0.8	4%	-1.3%	0%	19%	-8%	-1.5%	12%
28	COc1ccc(NC(=O)c2cc(Cl)ccc2Cl)c([N+](=O)[O-])c1
  -29%	i	0.5	2%	0.0%	-6%	2%	1%	1.3%	32%
29	Cc1cc(SCC(=O)Nc2ccccc2)nc(C)n1
  20%	i	1.1	-1%	-12%	15%	-4%	5%	3.7%	-16%
30	CC(=O)NC1(C(F)(F)F)NC(=O)N(CC(C)C)C1=O (stereo not given)
  -19%	i	1.3	8%	-5.6%	12%	9%	0%	-1.3%	3%
31	CCN(C(=O)CSc1nnc(-c2ccccc2)n1C)C1CCS(=O)(=O)C1 (stereo not given)
  2%	i	0.4	-1%	0.5%	8%	-1%	-13%	-1.2%	-40%
32	Cc1ccc2nc(-c3ccccn3)c(NC3CCCC3)n2c1
  -32%	i	1.0	-6%	nt	-29%	1%	9%	2.4%	-4%[20 µM]
33	O=c1cc(O)nc(SCc2ccccc2)n1-c1ccccc1
  8%&-13%	i	1.0&0.9	0%&-1%	1.3%&1.9%	9%&13%	-3%&-15%	2%&-2%	12%&-0.9%	-7%&-30%
34	Cc1cc(CN(C)C(=O)C2CCC(=O)N(CCc3ccccc3)C2)n[nH]1 (stereo not given)
  -18%	i	7.6	5%	4.4%	-4%	-7%	-2%	1.4%	-2%
35	CCOC(=O)Cc1csc(NC(=O)Nc2cccc(OC)c2)n1
  -3%	i	0.3	-2%	2.8%	-46%	9%	-7%	-0.7%	nt
36	COc1ccc(CCn2c(C3CCCCC3)nc3c(c(=O)c4ccccc4n3C)c2=O)cc1
  12%	i	0.9	16%	7.6%	17%	-3%	4%	-5.8%	22%
37	COc1ccc(CCNC(=O)C(C)n2nc(C)n3c(cc4occc43)c2=O)cc1OC (stereo not given)
  -22%	i	2.1	1%	2.5%	15%	-6%	0%	1.6%	-22%
38	CCN1C(=O)c2cccc3c(Cl)ccc(c23)C1=O
  -24%	i	0.1	7%	-7.6%	5%	7%	-4%	1.1%	-42%[20 µM]
39	CCOC(=O)c1c(C)nc2cc(C)cc(C)n12
  -42%	i	0.1	5%	-2.3%	-14%	-2%	1%	1.1%	-58%
40	CCCCn1c(N)c(N(CC(C)C)C(=O)c2cccc(S(=O)(=O)N3CCCCCC3)c2)c(=O)[nH]c1=O
  -36%	i	1.4	8%	-0.5%	0%	-4%	1%	2.8%	-9%
41	COc1ccc(CC2(C)OC(c3ccc(Cl)cc3)=NN2C(C)=O)cc1 (stereo not given)
  -1%	i	0.7	-3%	8.4%	-6%	2%	-2%	-2.4%	28%
42	CCN(c1ccccc1)S(=O)(=O)c1ccc(Cl)c(NC(=O)COC(=O)c2ccc(Cl)c(N)c2)c1
  -17%	i	0.5	4%	24%	-2%	-2%	0%	0.0%	-30%
43	CC(=O)N1CCc2cc(S(=O)(=O)NCCC(=O)Nc3cc(C)cc(C)c3)ccc21
  -19%	i	1.3	1%	-1.6%	-2%	-13%	0%	-0.1%	2%
44	O=C(O)c1cccc(-c2ccc3c(c2)OCO3)c1
  -29%	i	0.9	2%	0.9%	-1%	-8%	-5%	1.7%	2%
45	CN1CCN(S(=O)(=O)c2ccc(NC(=O)COc3ccccc3)cc2)CC1
  -22%	i	0.2	4%	-4.9%	19%	6%	-4%	-1.1%	-31%
46	COc1ccc(-c2[nH]ncc2/C=N\NC(=O)c2ccc(Br)o2)cc1OC
  -11%	i	0.6	-9%	-3.8%	-5%	14%	-12%	-1.5%	18%

# Compound activity: PubChem, several laboratories
